# Y pestis TopoI – Y. pestis Topo-I inhibition via cleavage products. 0.064% of 360,000 active. Y. pestis Topo-I cleavage product accumulation, plate reader. activity, % at 10 µM; in the data active = activity above about 50%, passing the limit was not always enough; inconclusive = no clear call, values can overlap the other calls; note: inactives centre near 2
# BoNT A protease – blocks Botulinum neurotoxin A light chain protease | multiplex microsphere protease substrate cleavage, flow cytometry | inhibition, % at 10 µM | 0.17% of 360,000 active | AID 588499; note: plate controls were buffer without enzyme for full effect and enzyme alone for no effect
# TcdB inh – inhibitors of Clostridioides difficile toxin B glycohydrolase; inhibition, % at 9.99 µM; 0.24% of 350,000 active; TcdB glycohydrolase enzymatic assay, plate reader; in the data active = inhibition above about 10%
# SSB-PriA inh – inhibitors of Klebsiella pneumoniae PriA binding to SSB C-terminal tail; inhibition, % at 33 µM; AlphaScreen SSBct-PriA binding, biotinylated peptide; 0.6% of 430,000 active; AID 1272365; in the data active = inhibition mostly above about 37%, no sharp cut-off; inactive = mostly below about 20%;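 note: plate controls were negative control peptide for no effect and reference peptide for full effect; strong numbers were not always called active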
# Anthrax LF prot – inhibitors of Bacillus anthracis lethal factor protease. P15917. multiplex microsphere protease cleavage assay, LF. inhibition, % at 10 µM. 0.12% of 360,000 active. AID 588501; note: plate controls were buffer without enzyme for full effect and enzyme alone for no effect
# Target sequence (P15917 whole entry, looked up): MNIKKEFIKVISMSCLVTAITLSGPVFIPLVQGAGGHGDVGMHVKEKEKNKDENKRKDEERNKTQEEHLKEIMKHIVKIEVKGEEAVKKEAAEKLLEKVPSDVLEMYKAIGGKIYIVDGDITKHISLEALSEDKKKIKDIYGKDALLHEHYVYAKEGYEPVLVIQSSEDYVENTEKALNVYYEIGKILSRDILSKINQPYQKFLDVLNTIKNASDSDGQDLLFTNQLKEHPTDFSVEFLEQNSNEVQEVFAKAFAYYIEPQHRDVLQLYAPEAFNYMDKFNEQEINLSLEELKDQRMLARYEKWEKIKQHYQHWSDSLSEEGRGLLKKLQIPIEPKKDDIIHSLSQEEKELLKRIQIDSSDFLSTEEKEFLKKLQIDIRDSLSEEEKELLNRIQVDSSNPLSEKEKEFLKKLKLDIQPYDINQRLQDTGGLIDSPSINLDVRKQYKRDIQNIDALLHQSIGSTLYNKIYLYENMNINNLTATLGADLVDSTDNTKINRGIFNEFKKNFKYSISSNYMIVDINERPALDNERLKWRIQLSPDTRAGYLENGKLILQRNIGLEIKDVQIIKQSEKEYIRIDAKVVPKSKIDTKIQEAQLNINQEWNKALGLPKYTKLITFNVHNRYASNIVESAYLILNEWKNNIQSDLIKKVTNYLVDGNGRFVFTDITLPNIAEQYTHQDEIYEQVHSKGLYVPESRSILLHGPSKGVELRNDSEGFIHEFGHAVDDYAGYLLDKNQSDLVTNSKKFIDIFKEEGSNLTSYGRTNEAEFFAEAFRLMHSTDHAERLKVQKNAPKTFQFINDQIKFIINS
# PfHsp40 rescue – restores yeast growth despite PfHsp40 toxicity | S. cerevisiae expressing PfHsp40, growth rescue, ATP luminescence | growth rescue, % at 12.5 µM | 0.68% of 340,000 active | AID 504582; in the data active = growth rescue above about 28%, passing the limit was not always enough; inconclusive = no clear call, values can overlap the other calls;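 note: yeast W303a lacking pdr1 and pdr3 grown in galactose medium; growth measured after three days at 30 °C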
# 3CLpro inhibitor – SARS-CoV 3CLpro protease inhibition. P0C6X7. recombinant SARS-CoV 3CLpro, quenched FRET peptide cleavage. inhibition, % at 6 µM. 0.14% of 290,000 active. AID 1706; in the data active = inhibition above about 12%
# PrPC TRFRET – inhibitors of human cell surface prion protein PrPC; 0.43% of 370,000 active; TR-FRET read-out; P04156; inhibition, % at 13.8 µM; in the data active = inhibition above about 24%; note: 0% = median of the test wells and 100% = reference compound wells
# Vc quorum ag – induces V. cholerae light production without autoinducers; V. cholerae BH1578 lux reporter, luminescence, 6 h; AID 588436; activation, % at 18.7 µM; 0.16% of 350,000 active; in the data active = activation mostly above about 9.7%, no sharp cut-off; inconclusive = no clear call, values can overlap the other calls; inactive = mostly below about 3.7%; note: not every result past the cut was called active; inactives centre near 0; reference of the scale not given here
# * hit, by the source's call; i = inactive; ? = inconclusive; / = no result given; & = joins results of further samples. Cut-off read from the data, not from the text of the source, unless noted: active = inhibition above about 30%; inconclusive = no clear call, values can overlap the other calls; inactive = below that. This is a subset; count on the stated rates, not on these rows.
SMILES,Y pestis TopoI,BoNT A protease,TcdB inh,SSB-PriA inh,Anthrax LF prot,PfHsp40 rescue,3CLpro inhibitor,PrPC TRFRET,Vc quorum ag
COc1cccc(N(CC(=O)NC2CCCC2)C(=O)CCC(=O)Nc2cc(C)on2)c1,12.1,-1.1,0.3,-3.4,-0.4,-0.4,-1.6,-1.1,-1.5
O=C(NC1CCCC1)c1cc(-c2cccc(Cl)c2)on1,-16.7,-0.3,0.5,-4.1,-13.1,0.5,0.8,11.0,-6.2
CCCNC(=O)CSc1ccc(S(=O)(=O)N2CCCCC2)cn1,0.4,2.6,0.1,-4.8,5.9,-1.6,/,1.2,-1.1
O=C(O)CSC1=NC(=Nc2cccc(Cl)c2)C2(CCCCC2)N1c1ccccc1,4.7,-0.9,/,-28.9,-3.3,-1.5,-1.3,-7.0,i
CC(C)N(Cc1ccccc1)C(=O)CN1C(=O)COc2ccc(S(=O)(=O)N3CCCCCC3)cc21,14.8,-1.8,0.8,1.1,-1.8,0.1,-1.1,0.6,-1.1
COc1ccc(-c2cc3nc(NCc4ccc(NC(C)=O)cc4)n(C)c(=O)c3s2)cc1OC,21.7,0.2,0.2,/,-3.0,/,/,-5.3,-0.7
O=C(NCc1cccs1)c1ccc([N+](=O)[O-])cc1Cl,-0.6,-0.2,/,11.4,-1.2,-1.2,3.5,-37.8,-2.0
Cn1c(SCC(=O)N/N=C/C=C\c2ccco2)nc2ccccc21,2.4,0.7,/,/,0.1,-1.7,-1.7,4.9,i
CCN(CC)CCN(C(=O)c1ccc([N+](=O)[O-])cc1)c1nc2c(OC)cccc2s1,-13.4,/,0.1,8.4,/,0.2,-3.5,-5.0,i
CN1NC(c2ccccc2)NN(C)C1=O,/,1.0,0.1,/,-9.9,/,/,2.8,/
O=C(Cn1nc(Cl)nc1Cl)Nc1ccccc1,-1.2,/,/,-15.3,/,-0.2,4.4,-0.7,i
COC(=O)c1ccncc1C(=O)Nc1ccc(OC)cc1,-3.5,1.7,/,-14.4,1.3,-1.7,-1.9,/,-0.2
CCOC(=O)C1=C(N)Oc2cc(C)n(C)c(=O)c2C1c1ccncc1 (stereo not drawn),1.4,-0.5,/,-11.3,-1.0,0.3,1.8,4.8,2.9
Cc1nc(SCC(=O)NCCc2ccccc2)n[nH]1,9.1,0.4,/,-6.7,3.1,?,4.3,-0.7,7.7
Cc1c(OCc2ccccc2)cccc1OCc1ccccc1,14.6,-0.6,0.0,-41.2,-0.3,0.2,-1.7,5.5,i
Cc1ccc(-n2c(=O)c3cc4c(=O)n(-c5ccc(C)c(C)c5)c(=O)c4c(C(=O)c4ccc(C(=O)O)cc4)c3c2=O)cc1C,1.5,-0.6,-0.9,-12.9,6.2,1.4,3.0,5.9,i
CCN(CC)c1ccc(NC(=O)/C=C/c2cc(Br)ccc2OC)cc1,-22.1,0.2,/,0.1,1.3,1.5,0.8,7.0,i
Cc1sc2ncnc(NC(C)C(=O)O)c2c1C (stereo not drawn),-3.4,-0.6,-0.5,3.6&-19.0,-6.3,-0.6,0.2,5.9,i
COc1ccccc1CNC(=O)/C=C/C(=O)O,4.1,?,-0.7,-3.7,-8.0,0.0,-2.3,-5.8,-0.6
Cc1cccc(C(C(=O)NCc2ccc(F)cc2)N(C(=O)c2csnn2)C2CC2)c1 (stereo not drawn),6.9,-2.2,4.5,-6.3,3.8,0.2,-1.5,3.1,-1.2
C=C(C)C1CCC(C)=C1COC(=O)Nc1ccccc1 (stereo not drawn),28.8,-0.8,/,-24.8,-2.1,-1.6,5.8,3.5,4.2
Cn1c(=O)c2c(nc(Oc3ccc4c(c3)OCO4)n2Cc2ccc(Cl)cc2)n(C)c1=O,-5.0,0.0,/,-8.8,-0.5,1.2,-3.4,-2.5,6.2
CC1CCN(c2ccc([N+](=O)[O-])cc2C(=O)O)CC1,-4.1,0.2,/,-9.7,-0.2,0.6,-0.5,-29.5,-0.3
CCC(c1nnnn1C1CCCC1)N1CCN(c2ccccc2F)CC1 (stereo not drawn),0.0,1.1,/,-18.2,1.3,3.4,-5.0,3.2,i
COc1ccc(-c2nnc(SCC(=O)c3ccc[nH]3)n2-c2ccccc2)cc1,8.3,1.3,/,-5.8,0.0,2.4,-1.0,-2.8,-3.8

# Further structures
SMILES,Y pestis TopoI,BoNT A protease,TcdB inh,SSB-PriA inh,Anthrax LF prot,PfHsp40 rescue,3CLpro inhibitor,PrPC TRFRET,Vc quorum ag
O=c1c(O)c(-c2cccs2)oc2ccc(Cl)cc12,3.2,34.8*,0.6,-12.5,32.3*,-0.6,-2.2,-4.1,-12.5
CC(=O)Nc1cccc(OCCCNC(=O)C2CCC2)c1,-4.9,?,-0.5,-1.1,-14.6,-0.4,-2.2,-3.4,i
C=CCn1c(SCC(=O)c2ccc(O)c(O)c2)nnc1-c1ccc(OC)cc1,-1.9,0.0,0.0,4.6,-0.8,-1.0,/,1.0,-0.3
O=C(NN=C1CCC(=NNC(=O)c2cccnc2)CC1)c1cccnc1,-14.1,-0.6,54.0*,-9.7,1.3,0.6,3.9,11.0,1.5
CCCCOc1ccccc1Cn1c(=O)oc2ccccc21,6.2,-0.3,/,-10.5,-5.9,?,-3.0,-5.0,/
O=C(Nc1cccc(Cl)c1)Nc1ccc(Cl)cn1,0.6,0.0,/,-13.8,-0.5,-0.9,7.4,-3.6,32.1*
Cc1nc2nc(SCC(=O)N3CCOCC3)nn2c(C)c1Cc1c(F)cccc1Cl,21.7,-3.1,/,-10.3,-4.8,0.3,-1.2,-0.9,2.9
CCC(C)NC(=O)CC1Oc2ccc(C)cc2NC1=O (stereo not drawn),9.9,-1.6,-0.6,-14.3,-5.1,0.2,3.0,0.2,-0.2
CN1CCN(C(=O)c2cnn(-c3ccccc3)c2NC(=O)c2ccc([N+](=O)[O-])cc2)CC1,5.7,0.2,0.3,-6.5,-2.3,1.2,-5.6,-5.6,-1.2
Cn1c(SCC(=O)Nc2ccc3[nH]c(=O)[nH]c3c2)nnc1-c1ccc(F)cc1,-6.5,0.2,0.3,-4.0,8.6,0.5,-2.6,3.4,-0.1
COc1ccc(NC(=O)C(=O)c2cn(CC(=O)N3CCCC3)c3ccccc23)c(OC)c1,-2.1,0.7,0.4,-6.7,-0.7,-0.7,-3.1,-0.2,-3.1
O=C(CC12CC3CC(CC(C3)C1)C2)NCC(=O)N1CCc2ccccc2C1,22.9,0.2,/,-12.7,0.2,-0.7,-7.3,-2.8,4.5
Cc1ccc(NC(=O)CS(=O)CC(=O)Nc2cccc(C)c2C)cc1F (stereo not drawn),-11.0,4.1,/,-8.8,-5.7,0.1,1.9,2.0,-0.1
CC(=O)c1ccc(OCc2cc(C(=O)NCC3CCCCO3)no2)cc1 (stereo not drawn),3.2,-0.5,1.5,-15.7,-3.6,-0.6,-1.0,3.3,-4.2
O=C(COC(=O)C1c2ccccc2Oc2ccccc21)Nc1ccc2c(c1)OCO2,4.1,0.2,/,-3.0,-6.7,0.5,2.4,3.1,/
CCn1c(=O)c(C(=O)NNC(=O)c2ccc(Cl)cc2Cl)c(O)c2ccccc21,-2.2,-1.8,0.6,-9.0,-0.9,0.3,1.1,0.5,-0.6
CC(C)CCN1CCC(n2nccc2NC(=O)C2CCOC2)CC1 (stereo not drawn),3.9,0.0,0.7,0.4,2.5,0.8,0.9,1.8,-0.3
CC(C)Oc1ccc(C(CCNCc2ccc(O)cc2)c2ccccc2)cc1 (stereo not drawn),1.1,-2.7,1.0,11.2,-1.0,1.1,0.3,-18.0,i
Cc1ccc(C(=O)Nc2nnc(COCCO)s2)cc1,2.7,0.3,1.2,/,-1.4,/,/,-4.4,-0.9
CC(C)OCCCn1c(=S)[nH]c2ccc(N3CCOCC3)cc2c1=O,7.9,-2.3,/,-2.1,-0.8,-0.1,-0.1,-0.5,i
Cc1cc2n(n1)SC(Nc1ccccc1)N2 (stereo not drawn),3.6,-0.5,/,5.2,-11.2,?,-1.1,-0.5,i
COc1ccc(N2CCN(S(=O)(=O)c3cc4c5c(c3)C(C)C(=O)N5CCC4)CC2)cc1 (stereo not drawn),2.1,-2.3,-6.5,3.0&10.9,-4.1,?,/,2.2,-0.1
CCOc1ccccc1C1CC(=O)Nc2cc3c(cc21)OCCO3 (stereo not drawn),18.6,-2.7,/,6.0,-2.0,-2.1,-1.9,18.1,i
COc1nc(C)cc(C)c1S(=O)(=O)c1ccc(Cl)cc1,7.4,0.5,1.4,-16.6,-6.3,0.9,1.7,5.0,-0.5
Cc1ccc(S(=O)(=O)/N=C/c2ccc(N(C)C)cc2)cc1,-3.5,0.6,/,/,-4.8,-0.6,-6.2,-1.4,i

# Reprinted from the results shown (three entries):
SMILES,Y pestis TopoI,BoNT A protease,TcdB inh,SSB-PriA inh,Anthrax LF prot,PfHsp40 rescue,3CLpro inhibitor,PrPC TRFRET,Vc quorum ag
CCOc1ccccc1C1CC(=O)Nc2cc3c(cc21)OCCO3 (stereo not drawn),18.6,-2.7,/,6.0,-2.0,-2.1,-1.9,18.1,i
COc1nc(C)cc(C)c1S(=O)(=O)c1ccc(Cl)cc1,7.4,0.5,1.4,-16.6,-6.3,0.9,1.7,5.0,-0.5
Cc1ccc(S(=O)(=O)/N=C/c2ccc(N(C)C)cc2)cc1,-3.5,0.6,/,/,-4.8,-0.6,-6.2,-1.4,i

# (more compounds)
SMILES,Y pestis TopoI,BoNT A protease,TcdB inh,SSB-PriA inh,Anthrax LF prot,PfHsp40 rescue,3CLpro inhibitor,PrPC TRFRET,Vc quorum ag
O=C(C1CCCO1)N1CCC(O)(c2ccccc2)CC1 (stereo not drawn),11.9,-0.2,/,-5.7,-3.1,-1.5,3.4,-1.0,0.5
O=C(O)c1ccccc1-c1ccccc1C(=O)Nc1ccc(-c2nc3cc(Cl)ccc3o2)cc1,-0.4,0.0,2.2,5.0,1.7,9.2,5.3,11.8,-0.5
COc1n[nH]c(C(=O)Nc2nc3ccccc3s2)c1[N+](=O)[O-],1.4,-0.1,0.9,-1.5,-2.8,-0.1,2.6,-5.8,-0.3
CCOC(=O)C1CCCN(C(=O)c2cc(OC)ccc2Br)CC1 (stereo not drawn),-0.6,0.0,0.4,/,1.3,/,/,-3.4,-0.5
COc1ccccc1C(=O)Nc1ccc2c3c(cccc13)CC2,1.9,-1.0,0.8,-14.8,-0.3,-2.1,1.9,1.3,-0.3
CCN(CC(=O)Nc1c(F)cccc1F)C(=O)c1cc2c(cc1Cl)N1CCCCCC1=NS2(=O)=O,-3.3,-2.2,1.1,2.1,?,/,/,-2.5,i
COc1cc(CC(=O)NCCCc2ccccc2)cc(OC)c1OC,-12.1,3.3,-0.4,-2.2,1.5,1.9,-4.3,12.5,i
CCOC(=O)c1[nH]nc(-c2c(O)cc(C)cc2O)c1-c1csc(C)n1,-6.0,-0.6,/,7.1,-2.8,0.9,-4.9,-5.2,-4.2
CNC(=O)Oc1ccc2c(c1)[C@]1(C)CCN(C)[C@@H]1N2C,6.2&6.1,-0.7&-0.6,0.1&-0.1,-3.0,-3.7&-6.9,-0.7&0.1,0.2&1.9,-5.2&-6.3,-0.7
COc1ccc(COC[B-](F)(F)F)cc1,-0.1,-0.1,0.4,/,-4.5,/,/,11.3,-0.4
O=C(Nc1ccc(OCCO)cc1)c1csc([C@@H]2O[C@H](CO)[C@H](O)[C@H](O)[C@H]2O)n1,-6.2,-0.2,0.2,/,1.1,/,/,-0.2,i
O=C(CCNC(=O)c1ccccc1Cl)Nc1nc2ccc(F)cc2s1,1.9,-0.1,-0.8,-4.2,-1.1,-0.4,/,-8.8,i
Cn1c(SCC(=O)NCc2ccccc2)nc2ccccc21,-1.0,1.5,/,-3.4,8.2,-0.3,0.0,6.4,-0.3
O=C(NCCC1CCCCN1S(=O)(=O)c1ccccc1)C(=O)NCC1CCCO1 (stereo not drawn),-1.2,-1.7,0.1,-2.7,-0.5,-1.0,/,11.6,i
O=C1c2ccccc2-c2cc(Br)ccc2NC1O (stereo not drawn),9.2,-0.2,-3.9,/,-10.8,/,/,2.1,i
COc1ccc(NC(=O)Nc2nnc([C@@H]3C[C@H](O)[C@@H](CO)O3)s2)cc1,-3.1,-0.1,0.5,/,-3.7,/,/,-3.1,-3.3
CN(CC(=O)Nc1cccc(S(=O)(=O)N2CCCC2)c1)Cc1ccccc1,7.6,-1.6,1.6,4.0,-0.6,3.1,/,6.5,0.7
